procasp7 counter: counter-screen for procaspase-3 activators: activators of human procaspase-7 | P55210 | activation, % at 8.5 µM | actives 0.093% (n = 330,000) | recombinant procaspase-7, Ac-DEVD-pNA absorbance 405 nm; D23A/D198A/D206A triple mutant, cannot self-cleave; scale: DMSO 0, 5 µM enzyme 100 | AID 463210;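 active = percent activation above the screen-wide mean plus 3 SD, cut at about 25% in these data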
Target sequence (P55210 whole entry D23A/D198A/D206A): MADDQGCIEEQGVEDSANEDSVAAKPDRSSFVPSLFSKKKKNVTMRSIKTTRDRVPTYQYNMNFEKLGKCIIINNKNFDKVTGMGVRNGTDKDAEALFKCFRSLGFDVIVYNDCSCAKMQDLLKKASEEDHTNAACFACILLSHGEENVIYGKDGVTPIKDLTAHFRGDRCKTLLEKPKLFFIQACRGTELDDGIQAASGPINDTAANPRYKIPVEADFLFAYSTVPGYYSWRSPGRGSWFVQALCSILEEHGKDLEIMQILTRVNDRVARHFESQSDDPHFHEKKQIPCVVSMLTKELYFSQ
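Test system: Procaspase-7 triple mutant (PC-7 D3A). Also added: Ac-DEVD-pNA substrate, 400 µM as added. Schedule: 1 h enzyme–compound preincubation and 2 h substrate reaction, both 25 °C. Signal: p-Nitroaniline absorbance at 405 nm, read at 0 and 120 min. Control set: low DMSO alone, high DMSO plus 5 µM PC-7.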
CTSL1 counter: cathepsin L1 inhibition, PFM18AAP counter-screen; inhibition, % at 5.96 µM; recombinant F. hepatica cathepsin L1, Z-Leu-Arg-MCA fluorescence; actives 0.49% (n = 300,000);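 active = inhibition above the mean of all tested compounds plus 3 SD, set per screening campaign, cut at about 17% in these data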;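 note: 0% = plate median of test compound wells and 100% = 1 µM Z-Phe-Ala-diazomethylketone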
procasp3 activ: activates human procaspase-3 | actives 0.11% (n = 330,000) | activation, % at 8.5 µM | P42574 | recombinant procaspase-3 D3A, Ac-DEVD-pNA absorbance 405 nm;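 active = activation above the mean of all tested compounds plus 3 SD, cut at about 21% in these data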;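 note: 0% = DMSO alone and 100% = DMSO wells spiked with extra 5 µM PC-3 D3A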
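Technique: 405 nm absorbance of p-nitroaniline, reads at 0 and 120 min; Test system: Procaspase-3 D3A mutant; Incubation: 1 h enzyme-compound preincubation, then 2 h substrate reaction, 25 °C; Repeats: singlicate, each compound tested once; Benchmarks: low control DMSO wells, high control DMSO plus 5 µM PC-3 D3A.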
PP1 counter: PP1-alpha (human) inhibition in PP5 counter-screen; P62136; purified PP1alpha, OMFP fluorescence; inhibition, % at 6.7 µM; actives 0.9% (n = 320,000); AID 2235;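 active = inhibition above the mean inhibition of all tested compounds plus 3 SD, computed separately for each screening campaign, cut at about 15% in these data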
core dimer inh: blocks dimerization of HCV core protein | TR-FRET GST/Flag-core106 dimerization, 1536-well | inhibition, % at 5 µM | actives 0.33% (n = 300,000) | AID 1899;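 active = inhibition above the mean of all tested compounds plus 3 SD, set per screening campaign, cut at about 45% in these data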
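Material: GST/Flag-tagged HCV core106 proteins. Incubation: 4 h, 22.5 °C incubation. Read-out basis: inhibition (%) from 671 over 617 nm ratio. Measured by: TR-FRET, excitation 340 nm, emission 617 and 671 nm.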
AHR act: human AHR activation. AHR-responsive luciferase reporter cells, luminescence. activation, % at 5 µM. actives 2.5% (n = 320,000). AID 2796; in the data active = activation above about 47%;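 note: 0% = vehicle wells and 100% = reference agonist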
PP5 primary: blocks human protein phosphatase 5 activity | P53041 | purified PP5c, OMFP substrate fluorescence | inhibition, % at 6.7 µM | actives 0.18% (n = 320,000) | AID 1987;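 active = inhibition above the campaign's mean inhibition across all tested compounds plus 3 SD, cut at about 9.5% in these data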;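 note: 0% = DMSO only and 100% = 100 µM cantharidin control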
Target sequence (P53041 whole entry, looked up): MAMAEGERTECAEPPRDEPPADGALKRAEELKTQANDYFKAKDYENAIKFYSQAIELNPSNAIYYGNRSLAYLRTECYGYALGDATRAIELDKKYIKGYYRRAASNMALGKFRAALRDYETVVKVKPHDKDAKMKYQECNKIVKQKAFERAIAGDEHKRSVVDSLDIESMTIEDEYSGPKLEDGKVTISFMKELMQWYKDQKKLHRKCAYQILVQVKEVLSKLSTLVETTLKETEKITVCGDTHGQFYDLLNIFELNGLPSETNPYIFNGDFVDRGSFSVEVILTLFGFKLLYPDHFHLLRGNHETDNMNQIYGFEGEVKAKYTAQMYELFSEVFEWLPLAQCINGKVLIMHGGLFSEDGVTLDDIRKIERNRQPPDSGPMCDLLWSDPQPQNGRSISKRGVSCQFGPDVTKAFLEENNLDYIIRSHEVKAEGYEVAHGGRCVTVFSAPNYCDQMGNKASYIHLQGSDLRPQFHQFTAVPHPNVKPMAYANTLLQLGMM
TPT1 inh: inhibitors of Candida albicans tRNA 2'-phosphotransferase TPT1; AID 1962; inhibition, % at 5 µM; recombinant caTPT1, FP RNA substrate dephosphorylation; actives 0.81% (n = 300,000);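 active = inhibition above the mean of all tested compounds plus 3 SD, set per screening campaign, cut at about 24% in these data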;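 note: plate controls were DMSO alone for no effect and ferristatin control at 100 nM for full effect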
PAFAH2 inh: inhibitors of human PAFAH2; recombinant PAFAH2, FP-rhodamine activity probe, fluorescence polarization; inhibition, % at 3.39 µM; actives 0.99% (n = 340,000); AID 492956;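 active = inhibition above the mean over all tested compounds plus 3 SD, cut at about 30% in these data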;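 note: inhibitors block probe labeling of enzyme so polarization drops; 0% = enzyme with DMSO and 100% = wells lacking PAFAH2 protein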
* marks the source's active call; other numbers are inactive results; nt = not tested or not shown.

SMILES	procasp7 counter	CTSL1 counter	procasp3 activ	PP1 counter	core dimer inh	AHR act	PP5 primary	TPT1 inh	PAFAH2 inh
C=CCSc1nc2c(c(=O)[nH]c(=O)n2C)n1Cc1ccc(C)cc1	7	5	1	-2	18	0	2.6	1	-8
O=C1NC(=O)/C(=C\c2ccc(OCc3ccccc3)cc2)S1	-4	9	6	10	11	0	0.5	-5	1
CC(Sc1nnc2ccccn12)C(=O)NCc1ccc2c(c1)OCO2 (stereo not drawn)	0	-3	6	4	-4	2	-0.7	1	3
Cc1cc(C(=O)C(C)OC(=O)c2cnccn2)c(C)n1-c1ccccc1 (stereo not drawn)	12	-31	3	-3	-2	4	2.8	0	-2
CC(=O)Oc1cc2c(cc1Cl)C1(CC(c3ccccc3Cl)O2)CC(C)(C)NC(=S)N1 (stereo not drawn)	-7	-6	-13	2	33	-1	0.1	0	-4
CCc1ccc(N(C(=O)CNC(=O)c2cccs2)C(C(=O)NC(C)(C)C)c2cc(OC)c(OC)c(OC)c2)cc1 (stereo not drawn)	-6	-2	-3	-4	3	0	-0.9	-5	-4
CCOc1ccccc1N1CCN(S(=O)(=O)CC)CC1	1	-3	2	-4	3	1	0.5	0	7
O=C(O)c1cc(C(=O)C2CCCCC2)c[nH]1	6	2	-6	-4	-1	1	-1.9	2	5
O=[N+]([O-])c1ccc(Cl)c(S(=O)(=O)Nc2ccc(-c3ccc(N4CCOCC4)nn3)cc2)c1	12	-2	7	-2	4	2	-1.8	-4	4
O=C(CCC(=O)OCC(=O)c1ccc(Br)cc1)Nc1ccc(Br)c2cccnc12	0	-4	-5	6	2	1	4.8	-1	7
COC(=O)CC1=C(C(=O)OC)C(c2ccncc2)C(C#N)=C(N)O1 (stereo not drawn)	9	-2	0	-6	1	-1	-0.7	0	3
CC(C(=O)N1CCOCC1)c1ccc([N+](=O)[O-])cc1 (stereo not drawn)	-1	0	-10	-3	-3	0	1.6	0	1

Overlap with the part before: three compounds, then new ones.
SMILES	procasp7 counter	CTSL1 counter	procasp3 activ	PP1 counter	core dimer inh	AHR act	PP5 primary	TPT1 inh	PAFAH2 inh
O=C(CCC(=O)OCC(=O)c1ccc(Br)cc1)Nc1ccc(Br)c2cccnc12	0	-4	-5	6	2	1	4.8	-1	7
COC(=O)CC1=C(C(=O)OC)C(c2ccncc2)C(C#N)=C(N)O1 (stereo not drawn)	9	-2	0	-6	1	-1	-0.7	0	3
CC(C(=O)N1CCOCC1)c1ccc([N+](=O)[O-])cc1 (stereo not drawn)	-1	0	-10	-3	-3	0	1.6	0	1
Cc1ccc(NC(=O)/C=C/c2ccco2)cc1S(=O)(=O)N1CCCCCC1	7	-16	9	3	18	5	1.6	4	-18
COC(=O)c1cccc(S(=O)(=O)N2CCC(C)CC2)c1	2	-4	8	0	1	0	2.9	2	-3
O=C(c1ccccc1)N1CCN(c2ccc([N+](=O)[O-])c(NCc3cccnc3)c2)CC1	5	-1	-12	5	-5	25	1.9	12	2
Cn1c(NC(=O)c2cccs2)cc(=O)n(C)c1=O	4	-2	2	-4	-24	9	0.7	-2	4
CCCC1CCc2c(sc(NC(=O)c3cccs3)c2C(N)=O)C1 (stereo not drawn)	0	1	5	1	5	3	-0.5	0	2
COc1ccc(S(=O)(=O)ON=C2CC(C)(C)N(C(C)=O)C(C)(C)C2)cc1	2	11	0	-5	4	1	-1.4	2	-1
O=C(Cc1ccccc1)NCCSCc1ccc(Cl)cc1	-2	-2	-2	0	-2	-4	4.1	-1	5
Cc1cc(C(=O)OCC(=O)Nc2nccs2)c2ccccc2n1	2	-6	4	2	5	5	3.0	0	0
C=CCCCN(Cc1ccccc1)S(=O)(=O)c1ccccc1Br	-17	-4	5	0	-9	7	-2.0	-7	-6
CC(=O)c1cccc(NC(=O)COC(=O)c2cccs2)c1	-6	-6	-2	-1	2	-3	1.9	1	81*
Cc1ccc(OCc2nnc(SCCN3CCOCC3)n2C)cc1	6	0	4	-1	-3	1	1.6	3	2
CC(Cc1ccsc1)NC(=O)CCc1nnc(CCc2ccccc2)o1 (stereo not drawn)	-4	-2	-4	-5	1	2	0.1	0	-1
Cc1nn(C)c(C)c1NC(=O)/C(C#N)=C\N(C)C	5	5	15	-4	2	-1	0.2	7	4
O=C(COC(=O)CCC1CCCC1)Nc1ccc(Cl)cn1	6	-8	0	2	-2	1	1.0	-4	2
CCn1c(C(=O)O)c(CC(=O)Nc2cccc(C(F)(F)F)c2)c2ccccc21	-4	-2	0	8	7	1	2.4	-1	-1
Cc1ccc(CNC(=O)CSCc2ccc(F)cc2)cc1	-7	0	5	2	-3	0	2.3	0	2
CCOCCCNC(=O)/C(C#N)=C/c1ccc([N+](=O)[O-])o1	-22	-1	-24	-3	-4	-1	1.2	0	-15
Cc1ccc(S(=O)(=O)NCCOc2nc(N3CCOCC3)nc(N3CCOCC3)n2)cc1	8	1	8	-7	1	1	-1.6	0	-6
CC(/C=N/NC(=O)c1cc(-c2cccs2)[nH]n1)=C\c1ccccc1	3	-3	-3	15	-2	35	3.3	2	-12
Cc1ccc(NC(=O)CSc2ccc(-c3ccco3)nn2)c(C)c1	-3	8	-13	-1	0	3	2.4	-2	8
c1csc(-c2nc3ccccc3[nH]2)c1	6	3	-5	1	4	44	3.8	-2	-6
COc1ccc(-n2ncc(S(=O)(=O)c3ccccc3)c2-c2ccc(Cl)cc2)cc1	-7	0	-8	3	1	2	6.3	5	0
N#Cc1c(N)n(CCNC(=O)c2ccc(Cl)cc2)c2nc3ccccc3nc12	16	-4	17	7	14	-16	4.7	27*	7
O=C(NCc1ccc2c(c1)OCO2)C1CCC(CNc2c(N3CCCC3)c(=O)c2=O)CC1 (stereo not drawn)	-2	0	8	-5	-7	1	-4.4	-1	8
CSc1cc(C)c(OCC(=O)Nc2ccc(NC(C)=O)cc2)c(C)c1	3	0	15	1	-3	3	0.9	-1	-3
COc1cc(CCN2C(=O)N[C@@H](c3cccc(C(F)(F)F)c3)C(C(C)=O)=C2C)cc(OC)c1OC	0	5	-2	1	-2	6	0.5	-2	nt
COc1ccc(NC2CCCN(C(=O)c3ccc(C)c(N4CCNC4=O)c3)C2)cc1 (stereo not drawn)	-5	1	-7	-3	11	-2	0.5	0	-1
Cc1cc(C)n2cc(CSc3nnnn3-c3ccccc3)nc2n1	9	1	1	-4	1	31	0.7	-5	-4
COc1ccc(CCNc2ncnc3c2c(C)c(C)n3CCO)cc1OC	0	2	1	-2	2	4	2.8	0	3
CC(=O)N1CCC2(CC1)C/C(=N\NC(=S)Nc1ccccc1F)c1cc(O)ccc1O2	1	0	1	-3	-5	7	-1.9	-4	-4
COc1ccccc1-n1cnnc1SCC(=O)Nc1cc(C)on1	-2	-2	8	0	0	8	2.1	2	3
Cc1ccc(C(=O)O)cc1S(=O)(=O)NCC1CCCO1 (stereo not drawn)	8	0	0	-2	2	0	-2.4	2	-1
CN(c1ccc(C(=O)Nc2ccccc2C(F)(F)F)cc1)S(C)(=O)=O	3	-2	-2	1	-4	10	0.7	0	2
O=Cc1ccc(-c2ccc(Cl)cc2Cl)[nH]1	1	4	-10	-2	3	7	1.4	5	6
COc1ccc(-c2cc(=O)c3ccccc3o2)cc1	4	8	8	-1	2	24	2.6	-3	5
CC(=O)NC(Cc1cccc(F)c1)C(=O)NC1CCN(C(=O)Nc2ccc(C)cc2)CC1 (stereo not drawn)	-2	0	4	-5	-3	-1	1.1	24*	-3
COc1ccc(C(=O)NCC(=O)N/N=C/c2c(C)[nH]c3ccccc23)cc1	-3	1	-1	-2	-12	7	-0.1	0	-2
COC(=O)N/N=C(\C)c1ccc(OC(F)F)cc1OC(F)F	2	-2	1	0	0	-2	2.5	1	2
COC(=O)[C@H](Cc1ccccc1)NC(=O)C1CCN(C(=O)[C@H](C)NS(=O)(=O)c2ccc(C)cc2)CC1	1	2	-1	-2	5	1	-2.6	0	-1
CCCCn1c(N)c(N(Cc2ccccc2OC)C(=O)CN2C(=O)NC(C)(c3ccccc3)C2=O)c(=O)[nH]c1=O (stereo not drawn)	3	1	-5	10	-7	8	1.5	-1	9
CC(C)N(Cc1nc(-c2ccc(Cl)cc2)no1)C(=O)CCC1CCCC1	2	1	3	4	10	-1	3.2	-2	8
c1ccc(N2CCN(c3ccc4nncn4n3)CC2)nc1	-3	-3	5	-2	-8	-3	-2.2	-1	-6
Cc1ccc(C)c(OCC(=O)N2CCN(c3ncccn3)CC2)c1	19	nt	10	-3	nt	-1	2.7	nt	7
Cc1ccccc1NS(=O)(=O)c1cc2c3c(c1)C(C)C(=O)N3CCC2 (stereo not drawn)	8	-2	-7	1	2	1	0.4	3	0
COc1ccc(C(=O)c2ccc(N(C)C)cc2)c(OC)c1	-5	7	2	-3	8	3	-0.7	-2	8
COc1ccc(CC(=O)O/N=C(\N)Cc2ccc(OC)cc2)cc1	3	0	-5	1	2	1	-1.1	0	-3
Brc1cc(Br)cc(CN2CCSCC2)c1	1	8	-1	0	2	3	-0.6	2	nt
COc1ccc(S(=O)(=O)NC2CC(=O)N(c3ccccc3)C2)cc1C (stereo not drawn)	7	-3	-2	-5	0	0	2.3	-1	0

Overlap with the part before: four entries, then new ones.
SMILES	procasp7 counter	CTSL1 counter	procasp3 activ	PP1 counter	core dimer inh	AHR act	PP5 primary	TPT1 inh	PAFAH2 inh
COc1ccc(C(=O)c2ccc(N(C)C)cc2)c(OC)c1	-5	7	2	-3	8	3	-0.7	-2	8
COc1ccc(CC(=O)O/N=C(\N)Cc2ccc(OC)cc2)cc1	3	0	-5	1	2	1	-1.1	0	-3
Brc1cc(Br)cc(CN2CCSCC2)c1	1	8	-1	0	2	3	-0.6	2	nt
COc1ccc(S(=O)(=O)NC2CC(=O)N(c3ccccc3)C2)cc1C (stereo not drawn)	7	-3	-2	-5	0	0	2.3	-1	0
O=C(O)c1ccc(NC(=S)NC(=O)c2ccc(-c3ccc(Br)cc3)o2)cc1	-43	4	-6	0	-30	3	-1.2	0	3
CC1CCC(NC(=O)CSc2nncn2C)CC1 (stereo not drawn)	-2	nt	7	nt	nt	0	nt	nt	-7
Cc1cc(C)c2c3c(sc2n1)C(c1ccccc1)C(C#N)=C(N)O3 (stereo not drawn)	-6	-4	-7	-4	2	33	3.8	1	0
CCOC(=O)Cc1c(C)c2ccc(N(CC)CC)cc2oc1=O	3	3	-9	1	-3	0	2.1	-2	5
Cc1noc(C(=O)Nc2c(C)n(C)n(-c3ccccc3)c2=O)c1Cl	5	-1	3	-3	-2	4	-0.3	-3	-6
CC(C)C1CC(c2csc(N)n2)CCO1 (stereo not drawn)	3	0	2	-3	1	0	-1.6	-24	-5

Source: PubChem
